# Tau fluor counter = counter-screen for tau fibril formation inhibitors; AID 1463; 280,000 compounds, 0.93% hits; tau K18 P301L Alexa594 fluorescence, heparin fibrillization; Potency, µM (highest dose often 57.7 µM), inactives show at the top dose activity change, negative = decrease; also: nearly all actives have a fitted effect of over 55% in size
#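 Human K18 P301L tau (15 uM unlabeled plus 0.24 uM Alexa 594-labeled, final) in 100 mM sodium acetate pH 7 was mixed with compound and 20 uM heparin and incubated 6 hr at 37 C.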
# Tau fibril FP = tau fibrillization inhibition (FP). 280,000 compounds, 0.39% hits. K18 P301L tau heparin fibrillization, Alexa594 FP, 6 h. AID 1468. P10636. Potency, µM (top dose mostly 57.7 µM), inactives show top-dose activity, negative = inhibition, hits mostly inhibitors; also: nearly all actives have a fitted effect of over 55% in size
# Target sequence (P10636 561-689 P618L limits assumed): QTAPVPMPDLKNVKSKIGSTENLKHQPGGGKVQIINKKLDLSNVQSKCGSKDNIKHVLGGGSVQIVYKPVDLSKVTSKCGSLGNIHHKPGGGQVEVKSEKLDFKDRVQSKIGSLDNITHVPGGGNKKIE
#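 K18 P301L tau (15 uM unlabeled/0.24 uM Alexa 594-labeled, final) + compound + heparin 20 uM final; 100 mM NaOAc pH 7; 6 hr 37 C; ThT 30 uM final added, 1 hr RT; FP ex 555/em 632 nm.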
# L3MBTL1 inh = inhibitors of human L3MBTL1; Potency, µM (series often up to 57.1 µM), inactives show at the highest dose activity, negative = inhibition, actives largely listed as inhibitors; 230,000 compounds, 0.66% hits; AlphaScreen L3MBTL1–H3K9me1 peptide binding; Q9Y468; also: nearly all actives have a fitted effect of over 60% in size
# Target sequence (Q9Y468 whole entry, looked up): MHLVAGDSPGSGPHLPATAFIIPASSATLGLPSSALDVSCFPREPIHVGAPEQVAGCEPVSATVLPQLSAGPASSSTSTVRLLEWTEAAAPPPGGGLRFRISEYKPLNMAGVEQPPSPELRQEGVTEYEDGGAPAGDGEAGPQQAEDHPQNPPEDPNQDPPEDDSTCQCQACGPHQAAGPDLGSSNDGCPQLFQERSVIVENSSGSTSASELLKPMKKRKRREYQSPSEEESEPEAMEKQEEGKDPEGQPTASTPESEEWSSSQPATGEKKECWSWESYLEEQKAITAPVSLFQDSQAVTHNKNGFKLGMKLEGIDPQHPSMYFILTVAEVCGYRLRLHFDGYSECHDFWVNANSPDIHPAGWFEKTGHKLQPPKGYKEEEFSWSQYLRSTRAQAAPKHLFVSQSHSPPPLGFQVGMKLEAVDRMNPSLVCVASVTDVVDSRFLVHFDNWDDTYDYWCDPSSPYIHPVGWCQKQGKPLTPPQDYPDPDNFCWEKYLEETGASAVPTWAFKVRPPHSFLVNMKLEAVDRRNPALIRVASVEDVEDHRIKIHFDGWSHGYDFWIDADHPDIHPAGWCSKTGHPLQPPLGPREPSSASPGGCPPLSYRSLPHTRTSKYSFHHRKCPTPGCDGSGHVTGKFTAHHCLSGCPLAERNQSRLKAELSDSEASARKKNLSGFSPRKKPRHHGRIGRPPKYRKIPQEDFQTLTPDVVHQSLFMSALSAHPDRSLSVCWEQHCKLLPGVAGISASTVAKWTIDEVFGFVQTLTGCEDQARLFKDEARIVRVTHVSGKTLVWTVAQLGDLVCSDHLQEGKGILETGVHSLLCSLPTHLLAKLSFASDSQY
#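 AlphaScreen proximity signal between nickel-chelate acceptor and streptavidin donor beads (final 10 ug/mL) reports binding of 50 nM L3MBTL1 to 75 nM biotin-H3 K9me1 peptide; complex incubated with compounds 30 min at room temperature; cefsulodin titration as control.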
# TR SRC2 fluor cs = counter-screen for TRb-SRC2 inhibitors: fluorescence interference. 280,000 compounds, 0.29% hits. TRb/SRC2 Texas Red total fluorescence interference. AID 1479. Potency, µM (top dose mostly 106 µM), for the others: top-dose fluorescence change, negative = quenching; active = well fitted curve in either direction with a large enough effect; inconclusive = small, poorly fitted or top-dose-only effect
#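 Human TRb ligand-binding domain at 0.6 uM with 20 nM Texas Red SRC2 peptide in Tris buffer containing 1 uM T3 and 5% DMSO, incubated with compound 5 h at ambient temperature. Total fluorescence (555/632 nm) calculated as parallel + 2 × perpendicular.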
# aGal spleen mod = inhibitors or activators of human alpha-galactosidase in spleen homogenate; human spleen homogenate, 4MU-alpha-Gal fluorescence, 40 min; Potency, µM (highest dose often 80 µM), for the others: top-dose activity change, negative = inhibition, usual class: inhibitors; 240,000 compounds, 0.008% hits; AID 2107;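 also: 0% = enzyme with vehicle and -100% = no enzyme basal signal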
#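 Human spleen homogenate (1 ug) as enzyme source, 4-methylumbelliferyl-alpha-D-galactopyranoside 1 mM final, citrate/phosphate pH 5.0 with 0.01% Tween-20. Compounds 40 min at 37C, NaOH/glycine stop; fluorescence Ex 365/Em 440, Hill-fit AC50.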
# Tau ThT inhib = tau fibrillization inhibition (ThT binding) | P10636 | recombinant tau K18 P301L (four-repeat tau fragment), heparin-induced fibrillization, ThT fluorescence | Potency, µM (titrated, usually from 57.4 µM), for the others: at the top dose activity, negative = inhibition, usual class: inhibitors | 270,000 compounds, 2.1% hits; also: nearly all actives have a fitted effect of over 55% in size
#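 K18 P301L tau (15 uM + 0.24 uM Alexa 594-tagged), heparin 20 uM, NaOAc pH 7, 6 h 37 C; ThT 30 uM, 1 h RT, ex 450/em 510 nm.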
# ALDH1A1 block = blocks purified human ALDH1A1 activity; P00352; Purified ALDH1A1, NADH fluorescence, propionaldehyde substrate; Potency, µM (titrated, usually from 75.3 µM), without a hit: top-dose activity, negative = inhibition, most hits filed as inhibitors; 220,000 compounds, 7.3% hits; active = well fitted inhibition curve with a large enough effect, not every such curve was filed as active; inconclusive = small, poorly fitted or top-dose-only effect, or another doubt; inactive = no such curve, though single readings can be large or run the other way;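 also: plate controls were no enzyme wells and a reference inhibitor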
# TRb-SRC2 inh = TRbeta-SRC2 interaction inhibition | P10828 | TRbeta-SRC2 peptide binding, fluorescence polarization; receptor liganded with 1 µM T3 | Potency, µM (top dose mostly 106 µM), inactives show at the top dose activity change, negative = inhibition, usual class: inhibitors | 280,000 compounds, 0.065% hits;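 also: plate controls were bound peptide for no effect and peptide without receptor for full effect; nearly all actives have a fitted effect of over 50% in size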
#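 Fluorescence polarization of 20 nM Texas Red SRC2 peptide (20-aa NR interaction domain) bound to 0.6 uM human TRb ligand-binding domain, with 1 uM T3, after 5 hr at ambient temperature; inhibition seen as decreased polarization.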
# Numbers without * were called inactive; ? = inconclusive; nt = not tested or not shown; & = joins results of further samples; [ ] = dose if it differs, or a comment. Unless noted, calls follow the shape of the dose curve; as a rule, active = well fitted curve in the direction sought with a large enough effect; inconclusive = small, poorly fitted or top-dose-only effect, or another doubt; inactive = no such curve, though single readings can be large; an effect the other way counts as inactive or inconclusive. Unless noted, % is scaled to controls: 0 for no effect and ±100 for the full control effect; potency is read from the fitted curve at half-maximal effect. An unsorted share of the library. Share with any hit: about 8.5%.
structure	Tau fluor counter	Tau fibril FP	L3MBTL1 inh	TR SRC2 fluor cs	aGal spleen mod	Tau ThT inhib	ALDH1A1 block	TRb-SRC2 inh
Cc1ccc(N2C(=O)Nc3ccc(Br)cc3C2(O)C(=O)NCCCN(C)C)cc1C (centres undefined)	-3%	-6%	-8%	4%	-5%	-6%	14%	-3%
CSc1ccccc1NC(=O)COc1ccc(Cl)cc1Cl	-20%	0%	56%[activator]	-4%	2%	?	0%	1%
N#C/C(C(=O)c1ccccc1)=C1/CCCCCN1	-3%	1%	5%	-1%	5%	0%	-14%	-6%
CCC(C)OC(=O)C1=C(C)NC(=O)NC1c1ccc(F)cc1 (centres undefined)	1%	-1%	-1%	-4%	4%	-1%	0%	-2%
Cc1ccc2nc(NC(=O)c3ccc(Cl)s3)sc2c1	-13%	-3%	nt	-6%	-24%	13%	?	-6%
NS(=O)(=O)c1ccc(NC(=O)c2cc(Cl)ccc2Cl)cc1	-10%	-7%	13%	-4%	-1%	-9%	20%	-4%
CN(C)CCNC(=O)C(c1ccccc1)c1ccccc1	2%	2%	5%	-7%	6%	-2%	nt	5%
COc1cc(OC)cc(C(=O)Nc2ccc(S(=O)(=O)Nc3ncccn3)cc2)c1	1%&-3%	-2%&0%	3%	?	-5%	6%&5%	9%	0%&4%
O=C(COc1ccccc1Cl)Nc1nnc(S(=O)(=O)N2CCCC2)s1	?	-1%	-6%	-1%	nt	?	nt	-3%
Cc1cc(C)n(-c2ccc(C(=O)Nc3ccc4c(c3)OCCO4)cc2)n1	-9%	5%	-4%	1%	-13%	?	1%	10%
CC1=NN(c2ccccc2)C(=O)/C1=C\N1CC(C)OC(C)C1 (centres undefined)	-9%	-5%	-4%	-4%	4%	-13%	25µM*	-28%
COc1ccc(C(=O)N2CCN=C2c2ccccc2)cc1OC	5%	6%	-1%	0%	10%	14%	-6%	-5%
Cc1nnc(N2CCN(c3cccc(Cl)c3)CC2)c2c1nnn2Cc1ccc(F)cc1	-11%	0%	nt	0%	nt	-4%	nt	2%
Cc1ccc(F)cc1NC(=O)CSc1ncccn1	1%	1%	6%	3%	-2%	2%	1%	-1%
CCc1cccc(NC(=O)CCC(=O)O)c1	6%	-3%	8%	0%[53 µM]	2%	13%	11%	-8%[53 µM]
CCc1ccc(-n2nc(C)c3c(C(=O)N4CCN(c5cccc(Cl)c5)CC4)cc(C)nc32)cc1	-6%	-2%	nt	4%	nt	0%	nt	9%
CCN(CC)C(=O)CSc1nc(C)cc(C)c1C#N	-3%	-14%	11%	0%	4%	1%	?	-9%
CCc1cc2c(N3CCCCC3)ncnc2s1	-8%	-4%	-1%	0%	6%	-2%	20µM*	-13%
CCOc1ccc(S(=O)(=O)N(CC(=O)N/N=C/c2cccs2)c2ccc(C)cc2)cc1	?	?	-11%	-2%	2%	-4%	5%	-15%
O=C(N/N=C/c1ccccn1)c1cccc(S(=O)(=O)Nc2ccccc2Cl)c1	-14%	-1%	11%	1%	4%	-16%	-6%	-8%

# Compound profiles, from the list above.
# CCc1ccc(-n2nc(C)c3c(C(=O)N4CCN(c5cccc(Cl)c5)CC4)cc(C)nc32)cc1 is entered as Tau fluor counter: -6%; Tau fibril FP: -2%; L3MBTL1 inh: nt; TR SRC2 fluor cs: 4%; aGal spleen mod: nt; Tau ThT inhib: 0%; ALDH1A1 block: nt; TRb-SRC2 inh: 9%
# Cc1ccc(N2C(=O)Nc3ccc(Br)cc3C2(O)C(=O)NCCCN(C)C)cc1C (centres undefined) is entered as Tau fluor counter: -3%; Tau fibril FP: -6%; L3MBTL1 inh: -8%; TR SRC2 fluor cs: 4%; aGal spleen mod: -5%; Tau ThT inhib: -6%; ALDH1A1 block: 14%; TRb-SRC2 inh: -3%

# The list continues:
structure	Tau fluor counter	Tau fibril FP	L3MBTL1 inh	TR SRC2 fluor cs	aGal spleen mod	Tau ThT inhib	ALDH1A1 block	TRb-SRC2 inh
CCCCn1c(SCc2c(C)noc2C)nc2cc(S(N)(=O)=O)ccc21	-11%	-3%	1%	-5%	-5%	-9%	-8%	7%
COc1ccc(CC(=O)NNC(=O)CSc2ccc(C)cc2)cc1	-7%	?	0%	6%	8%	0%	1%	-12%
Cc1cc(C(=O)NCc2ccco2)c2cc(F)ccc2n1	-18%	-11%	4%	2%	11%	-14%	5%	2%
CC(C)c1nc(SCC(=O)Nc2ccc3c(c2)OCCO3)n[nH]1	-12%	5%	nt	-1%	3%	-14%	-2%	1%
O=C(NCc1cccs1)[C@@H]1CSC2c3ccccc3C(=O)N21 (some centres undefined)	-10%	-9%	3%	3%	-6%	?	-3%	-6%
CC(=O)NC1(c2nnnn2CCOC(=O)Nc2ccc(Cl)cc2)CCCCC1	-6%	1%	-2%	-4%	8%	3%	1%	-7%
O=C(Nc1cccnc1)C1CC(c2ccccc2O)=NO1 (centres undefined)	-5%	0%	nt	0%	-4%	-5%	4%	-3%
Cc1ccc(NC(=O)C(=O)NCc2ccc(Cl)cc2)cc1	0%	1%	nt	5%	nt	4%	nt	1%
Cn1c(=O)c2c(c3ccccc31)OC(=O)CC2c1cccnc1 (centres undefined)	-13%	-4%	-3%	0%	3%	-10%	-5%	2%
CCOC(=O)N1CCN(C(=O)c2cnn(-c3ccccc3)c2NC(=O)c2ccccc2F)CC1	1%	0%	nt	1%	1%	11%	?	-16%
Cc1sc2ncnc(N3CCCCC3C)c2c1C (centres undefined)	-9%	1%	12%	3%	1%	-16%	-3%	-1%
O=C(O)CC(=O)Nc1ccccc1C(=O)O	-1%	-1%	nt	-2%	5%	-6%	0%	-9%
S=C(NC1CC1)N1CCc2ccccc2C1	1%	2%	-1%[11.4 µM]	-1%	5%	-3%	4%	-1%
COc1ccc(NC(=O)c2nn(C)c3c2CSc2ccc(C)cc2-3)cc1OC	?	21%	nt	-3%	nt	?	nt	8%
CSc1ccc(CN2CCN(CC=C(C)C)C(CCO)C2)cc1 (centres undefined)	6%	3%	26%	-7%	3%	12%	0%	-5%
COc1ccc(N(C(=O)c2cccc(OC)c2OC)C2C=CS(=O)(=O)C2)c(OC)c1 (centres undefined)	9%	9%	-4%[11.4 µM]	1%	8%	0%	7%	2%
COc1ccc(-n2c(Cn3nnc4ccccc43)nnc2SCC(=O)O)cc1	-8%	-1%	1%	2%	-1%	-8%	3%	7%
CCc1nnc(NC(=O)CSc2nc3c(cc2C#N)CCCC3)s1	-19%	1%	10%	-1%	-5%	3.2µM*	?	1%
Cc1[nH]nc(SCC(=O)NCc2ccc(F)cc2)c1[N+](=O)[O-]	-4%	-14%	6%	-19%	4%	-2%	14%	9%
O=C(NCc1ccc2c(c1)OCO2)c1n[nH]c(=O)c2ccccc12	-7%	-12%	nt	3%	-8%	-2%	-10%	-2%

# Other records
structure	Tau fluor counter	Tau fibril FP	L3MBTL1 inh	TR SRC2 fluor cs	aGal spleen mod	Tau ThT inhib	ALDH1A1 block	TRb-SRC2 inh
CCOc1cc(NC(=S)NCCCN2CCOCC2)c(OCC)cc1NC(=O)c1cccc(C)c1	-8%	7%	0%	0%	4%	-10%	-1%	3%
Nc1sc(-c2ccccc2)cc1-c1n[nH]c(=S)n1C1CCCCC1	?	-5%	-4%	-1%	-1%	?	nt	4%
Cc1nn(-c2ccc(Cl)c(Cl)c2)c(C)c1C(=O)O	-5%	9%	nt	-2%	-11%	-3%	0%	-7%
CCCc1nc(S(=O)(=O)Cc2ccc(Cl)cc2Cl)n[nH]1	4%	5%	3%	1%	7%	-7%	-4%	-8%
CCOC(=O)N1CCN(c2ncnc3c2cnn3-c2ccc(OC)cc2)CC1	?	?	-3%	-1%	-14%	?	0%	-4%
COc1ccc(CN2C(=O)CN=C2Nc2cc(C)ccc2C)cc1	-15%	2%	nt	-1%	4%	-15%	?	3%
O=C(c1cc2cccc([N+](=O)[O-])c2oc1=O)N1CCOCC1	-4%	-14%	2%	-1%	-2%	-6%	nt	3%
Cc1nc(-c2ccc(Cl)cc2)sc1CCNC(=O)Cc1ccc(F)cc1	-6%	-4%	nt	?	nt	-3%	nt	-23%
Cc1nnc2n(-c3ccccc3)c(=O)c3c4c(sc3n12)CC(C)CC4 (centres undefined)	-4%	-3%	-3%[11.4 µM]	-1%	4%	-13%	-1%	-4%
Cc1ccsc1CN(C(=O)COc1cccc(C)c1C)C1CCS(=O)(=O)C1 (centres undefined)	-11%	3%	nt	1%	nt	-10%	nt	-2%
O=C(CCS(=O)(=O)c1ccc(Br)cc1)Nc1ccc(F)cc1F	-8%	-5%	nt	2%	nt	-5%	nt	0%
CC(C)n1cnnc1SCC(=O)Nc1cccc(S(=O)(=O)N(C)c2ccccc2)c1	-16%	-15%	nt	-2%	3%	nt	nt	-4%
Fc1ccccc1N1CCN(Cc2nc(-c3ccc(Cl)cc3Cl)no2)CC1	-18%	-9%	nt	3%	4%	?	?	-3%
O=C(Cc1ccc(F)cc1)Nc1c2c(nn1-c1cccc(Cl)c1)CS(=O)C2 (centres undefined)	0%	-2%	6%	-2%	-3%	1%	4%	-6%
C=CCn1c(O)c(C(CC)=Nc2ccccc2NC(=O)CC)c(=O)[nH]c1=O	1%	4%	1%	-4%	5%	-2%	11%	2%
CCOc1ccc(-n2c(CCc3ccccc3)n[nH]c2=S)cc1	-9%	3%	-10%	-1%[53 µM]	9%	-12%	0%	10%[53 µM]
CN[C@@H]1[C@H](O[C@@H]2O[C@H](CO)[C@@H](N)[C@H](O)[C@@H]2O)O[C@H]2C[C@@H](N)[C@@H](O[C@H]3[C@@H](O)[C@H](O)[C@H](N)C[C@@H]3N)O[C@H]2[C@H]1O	nt	nt	nt	-1%[53 µM]	4%[29.1 µM]	nt	-3%[20.9 µM]	3%[53 µM]
CC(=O)NNc1[nH]c2c(c(=O)c1[N+](=O)[O-])c(=O)n(C)c(=O)n2C	7%	3%	-1%	-1%	0%	-4%	6%	-1%

# Source: PubChem BioAssay
